Lipid storage S3: qHTS Assay for Lipid Storage Modulators in Drosophila S3 Cells; Drosophila S3 cells, BODIPY lipid droplet fluorescence, 18-24 h; cells fed with added oleic acid; AID 2685; 320,000 tested, 0.64% active; lipid storage change, negative = inhibition, % at the top dose, mostly 46.1 µM; hits show Potency in µM; active = well fitted inhibition curve with a large enough effect in the signal ratio, with a control signal flat, not every such curve was filed as active; inconclusive = small, poorly fitted or top-dose-only effect, or effect the other way, or a change in a side signal; the % refers to the signal ratio
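Drosophila S3 cells got compounds at several concentrations plus oleic acid (400 uM solution). Laser-scanning cytometry with 488 nm excitation read lipid droplets at 500-530 nm and cells at 575-640 nm. Percent activity was relative to 20 uM Triacsin C.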
Lipid storage S3 cell count max: recorded beside Lipid storage S3, whose call it bears; cell number change, %; measured here: cell count max response;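 cells counted by Cell Tracker Red CMTPX staining in the red channel; peak over a dose series mostly up to 46.1 µM; percent activity relative to internal control wells on each plate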
Starred values were filed as active, the others as inactive; i = inactive; ? = inconclusive; . = not tested or not shown. % is scaled to controls: 0 for no effect and ±100 for the full control effect; potency is read from the fitted curve at half-maximal effect. Some of the compounds tested (hit frequency here may not be typical).

cpd	Molecule	Lipid storage S3 cell count max	Lipid storage S3
1	CN1CCCC(C#CC(O)(c2ccccc2)c2ccccc2)C1 (stereo not given)	2	0%
2	CCC[C@@H]1CCCC/C=C\CCCC(=O)OCCN1C(=O)OC(C)(C)C	.	?
3	CC1CCC(NC(=O)CN2C(=O)NC3(CCCCCC3)C2=O)CC1 (stereo not given)	-9	6%
4	O=C(O)c1cc(NC(=O)c2ccccc2[N+](=O)[O-])ccc1O	.	?
5	CC1=C(C(=O)Nc2ccccc2)C(c2ccccc2[N+](=O)[O-])NC(=O)N1 (stereo not given)	3	20%
6	CC1=NN2C(=N)/C(=C\c3cc(C)n(Cc4ccccc4)c3C)C(=O)N=C2S1	.	-6%
7	O=C(O)CCC(=O)N(Cc1ccco1)C1CC(=O)N(c2ccccc2)C1=O (stereo not given)	2	0%
8	CC(=O)C1=C(C)NC(C)=C(C(C)=O)C1c1ccc(-c2ccccc2Cl)o1	-16	-2%
9	Cc1ccc(S(=O)(=O)N2CCCCC2)cc1C(=O)NCCCN1CCOCC1	.	?
10	COC(=O)c1sc(NC(=O)c2cc(-c3ccccc3)nc3ccccc23)c(C#N)c1C	.	?
11	Cc1cc(NS(=O)(=O)c2ccc(NC(=O)CSc3nnc(-c4ccco4)n3N)cc2)nc(C)n1	7	0%
12	Cc1cccc(-n2nc3c(c2NC(=O)CCCl)CSC3)c1	22	13%
13	Cc1cccc2cc(CN(CCCN(C)C)C(=S)NCCc3ccccc3)c(=O)[nH]c12	-9	-9%
14	O=C1CSC(c2ccccn2)N1c1ccc(C(F)(F)F)cc1 (stereo not given)	5	3%
15	CC(=O)c1ccc(NC(=O)Nc2ccc3c(c2)nc(C)n3C)cc1	-5	16%
16	Cc1cc(-c2nnc(SCC(=O)c3ccc4c(c3)OCCO4)o2)no1	.	?
17	Cc1cc(NC(=O)CSc2ccc3nnc(CCNC(=O)c4ccccc4)n3n2)no1	-3	-7%
18	COc1ccc(C2C(C(=O)N3CCC(C(N)=O)CC3)CC(=O)N2c2ccc(OC)cc2)cc1 (stereo not given)	10	-3%
19	c1ccc(NCCCNc2ccccc2)cc1	-20	i
20	O=C(NCCS(=O)(=O)c1ccc(Cl)cc1)c1ccc(F)cc1	.	?
21	Cn1cc(CNC(=O)Nc2ccc3c(c2)OCO3)cn1	.	?
22	O=C1N(c2ccccc2)C2CS(=O)(=O)CC2N1c1ccc(Cl)c(Cl)c1 (stereo not given)	0	11%
23	COc1ccc(-c2ccc(NC(=O)c3ccco3)cc2)nn1	.	?
24	CCC(Sc1ncccc1C(=O)OCCN1CCCC1=O)C(=O)NCc1ccco1 (stereo not given)	.	?
25	COc1ccc2c(-c3ccccc3)cc(SCC(=O)NC(N)=O)nc2c1	.	?
26	COc1ccccc1NC(=O)c1c([N+](=O)[O-])c(C(C)(C)C)nn1C	11	4%
27	Cn1c(=O)n(Cc2ccccc2Cl)c(=O)c2c1[nH]c(=S)n2C	.	?
28	Cc1ccc(O)c(N=Nc2ccc(S(=O)(=O)N3CCOCC3)cc2)c1	.	?
29	COC(=O)CCSCC(=O)N1N=C(c2ccc(OC)cc2)CC1c1cccc(OC)c1OC (stereo not given)	.	?
30	CCCCN(CCCC)CC(O)COc1ccccc1C(=O)Nc1ccccc1 (stereo not given)	.	i
31	Cn1c(=O)c2c(ncn2CCOc2cccc(Br)c2)n(C)c1=O	.	?
32	CCOC(=O)c1ccc(-n2ncc(C(=O)OCC)c2N)cc1	-3	-28%
33	Cc1cccc(N2CCN(C(=O)c3ccccc3NC(=O)C3CCCCC3C(=O)O)CC2)c1 (stereo not given)	.	?
34	Cn1nc(C(=O)Nc2cccc(S(=O)(=O)N3CCCC3)c2)c2ccccc2c1=O	.	?
35	COc1cc2c(cc1NC(=O)CN1CCN(S(=O)(=O)c3ccccc3F)CC1)oc1ccccc12	.	?
36	COc1ccc(/C=C/C(=O)OCC(=O)NCCC2=CCCCC2)cc1S(=O)(=O)N1CCOCC1	.	?
37	CC(C)C(=O)NNC(=O)CN1CCN(c2nc(-c3ccccc3)cs2)CC1	19	2%
38	Cc1ccccc1-n1c(SCC(=O)Nc2c(C)cccc2C)nc(O)cc1=O	.	?
39	COc1ccc(Cl)cc1NC(=S)N(Cc1ccc(C(=O)O)cc1)Cc1ccc(OC)c(OC)c1	12	8%
40	Cc1[nH]c2ccccc2c1C(=O)COC(=O)C1CC(=O)N(Cc2ccco2)C1 (stereo not given)	.	?
41	COc1cc(-c2nnc(SCC(=O)N(Cc3ccccc3)C(C)(C)C)o2)cc(OC)c1OC	.	?
42	COC(=O)c1cc(-c2cccs2)nc2ccccc12	23	22%
43	CCOc1ccccc1NC(=O)CN1CCC(C(=O)c2ccc(OC)cc2)CC1	.	?
44	CCOc1cc(/C=C(\C#N)C(=O)Nc2cccc(C(=O)O)c2)cc(Br)c1OC(=O)c1ccc(OC)cc1	.	?
45	NNC(=O)C1CC(O)CN1S(=O)(=O)c1ccc2ccccc2c1 (stereo not given)	.	?
46	COc1cccc(NC(=O)CCNS(=O)(=O)c2cccc3nonc23)c1	.	?
47	COCCn1c(Cc2ccccc2)nnc1SCC(=O)Nc1cc(C)on1	.	-2%
48	COc1ccc(N2C(=S)NC3CS(=O)(=O)CC32)cc1 (stereo not given)	0	5%
49	CCN(Cc1nc2cc(Cl)ccc2c(=O)[nH]1)C(=O)C1CC(=O)N(c2cccc3ccccc23)C1 (stereo not given)	.	?
50	COc1ccc(C(=O)CSc2ccccc2C(=O)O)cc1	9	2%
51	COc1ccc(NC(=O)CN(C)C(=O)CSc2ccc3c(c2)OCCO3)cc1	.	?
52	Cc1cc(NC(=O)CCC(=O)N(Cc2ccco2)C(C(=O)NC2CCCC2)c2ccc(F)cc2)no1 (stereo not given)	.	?
53	CCn1c(CNC(=O)Cc2ccc(OC)cc2)nnc1SCC(=O)Nc1nccs1	2	i
54	CCOc1ccc(-c2nnc(SCC(=O)NC(C)(C)C)nc2-c2ccc(OCC)c(OC)c2)cc1OC	.	?
55	O=C(COc1ccc(C(=O)O)cc1)Nc1cccc(C(F)(F)F)c1	.	?
56	O=C1OC2(O)C3C4C=CC(C4)C3C(=O)N2c2ccccc21 (stereo not given)	12	11%

Following part.
cpd	Molecule	Lipid storage S3 cell count max	Lipid storage S3
57	COc1cc(C(=O)OC(C)CN2CCCCC2)cc(OC)c1OC (stereo not given)	.	?
58	CCCn1c(SCC(=O)Nc2cccc(C(=O)OCC)c2)nnc1-c1ccoc1C	.	?
59	CCN1CCN(C(=O)C2(NC(=O)Nc3ccccc3Cl)CCCCC2)CC1	9	-6%
60	Cc1c(OCc2nn[nH]n2)ccc2c3c(c(=O)oc12)CCC(C)C3 (stereo not given)	.	?
61	Cc1cccc(N(C(=O)c2nsc(Cl)c2Cl)C(C(=O)NC2CCCC2)c2ccc(O)cc2)c1C (stereo not given)	.	?
62	COc1ccccc1OCC(=O)Nc1cccc(N(C)S(C)(=O)=O)c1	.	?
63	Fc1cccc(Cc2noc(CN3CCC(c4ccncc4)CC3)n2)c1	.	?
64	O=C(COc1ccc(Br)cc1)NNC(=S)NC(=O)c1ccccc1[N+](=O)[O-]	.	?
65	C=CCNc1cc(C(F)(F)F)nc(-c2ccccn2)n1	.	?
66	Cc1cccc(NC(=O)NNC(=O)CCc2ccccc2)c1	.	?
67	CCN(c1ccccc1)S(=O)(=O)c1ccc(OCc2c(C)noc2C)cc1	.	?
68	COc1ccccc1/C=C/CN1CCCC(CO)(Cc2cccc(Cl)c2)C1 (stereo not given)	.	?
69	Cc1ccc2sc(N(CCN(C)C)C(=O)c3ccc(S(=O)(=O)N4CC(C)OC(C)C4)cc3)nc2c1C (stereo not given)	22	-17%
70	CCn1c(SCC(=O)c2cc(OC)ccc2OC)nc2c1c(=O)n(C)c(=O)n2C	2	-22%
71	CCC(C)NC(=O)C1CCN(S(=O)(=O)N2CCCC2)CC1 (stereo not given)	1	17%
72	CC(=O)NC(=S)Nc1cc(C(=O)O)ccc1Cl	12	0%
73	O=Cc1ccccc1-n1cncn1	.	?
74	COc1ccc(NC(=O)CN(C)C(=O)/C=C/c2cn(-c3ccccc3)nc2-c2ccc(F)cc2)cc1	.	?
75	O=C(COc1ncnc2ccc(Br)cc12)NC1CCCC1	.	?
76	N#CCSCC(=O)Nc1ccccc1	-13	i
77	COc1ccc(CSCCN)cc1Cl	.	?
78	CC(C)(C)C(=O)Nc1nnc(SCC(=O)Nc2nccs2)s1	.	?
79	Cc1cc(NC(=O)c2ccc3c(c2)C(=O)N(c2cccc(C)c2C)C3=O)no1	.	-5%
80	CCN(CC(=O)Nc1c(F)cccc1F)C(=O)c1cc(S(=O)(=O)N(C)C)ccc1N1CCCC1	.	?
81	COc1ccc(-c2[nH]ncc2CN(C)Cc2cccnc2)c(OC)c1	.	?
82	CC(=O)NC1=NN(C(C)=O)C(C)(c2ccc(C)o2)S1 (stereo not given)	.	?
83	COc1ccccc1NC(=S)N1CCC(NC(=O)c2ccco2)CC1	.	?
84	COc1ccc(CSCC(=O)N/N=C/c2ccc(OCC(=O)NCc3ccco3)cc2)cc1	-13	13%
85	CC(O)Cc1cn([C@@H](CCCCN)C(=O)N2CCNCC2)nn1 (stereo not given in full)	8	-7%
86	O=C(NCc1cccnc1)c1ccc([N+](=O)[O-])cc1	.	?
87	O=C(Nc1cc(Cl)cc(Cl)c1)C(c1ccccc1)N1CCCCC1 (stereo not given)	.	?
88	COC(=O)c1c(NC(=O)C2CC(C)=C(C)CC2C(=O)O)sc2c1CCCCC2 (stereo not given)	.	?
89	O=c1c2oc3ccccc3c2ncn1Cc1ccc(Cl)cc1	-1	5%
90	COc1ccc(S(=O)(=O)N[C@H](C(=O)O)C(C)C)cc1	.	?
91	N#Cc1nc(COc2ccc(F)cc2)oc1N1CCC(Cc2ccccc2)CC1	.	i
92	CCOc1ccc(NC(=O)c2nnn(CC(=O)Nc3ccccc3OCC)c2N)cc1	.	?
93	COc1cc(N(C)C)c(NC(C)=O)cc1C(=O)O	.	?
94	Cc1nc(C)c(C(=O)C2=C(O)C(=O)N(CCN(C)C)C2c2ccccc2)s1 (stereo not given)	0	i
95	Cc1ccc(OCC(O)CNC2CCCC2)c(C)c1 (stereo not given)	1	-2%
96	O=C(Nc1nc2ccccc2s1)c1cccc(S(=O)(=O)N2CCc3ccccc32)c1	.	?
97	CCOc1ccc(NC(=O)CC(c2ccccc2)c2ccc(F)cc2)cc1 (stereo not given)	.	?
98	Cc1cc(F)ccc1S(=O)(=O)Nc1ccccc1C(=O)NCc1cccnc1	.	?
99	CCN(CC)c1ccc(NC(=O)c2cccnc2)cc1	.	?
100	Cc1cc(C)cc(N(C(=O)CNC(=O)c2cccs2)C(C(=O)NC2CCCC2)c2cccnc2)c1 (stereo not given)	-11	i
101	COc1ccc(-c2cc3c(=O)n(CC(=O)Nc4cccc(Cl)c4)nc(C)n3n2)cc1	12	i
102	COc1ccc(CC(=O)Nc2cccc(/C(C)=N/NC(=O)C3(C)CC3(Br)Br)c2)cc1 (stereo not given)	.	?
103	O=C1CS/C(=C/C(=O)c2cccc(Cl)c2)N1	.	?
104	Cc1cccnc1NC(=O)CNC(=O)C12CC3CC(CC(C3)C1)C2	-10	-3%
105	COc1ccccc1CCNC(=O)CN1C(=O)NC2(CCCC2)C1=O	11	8%
106	C=CCN(C(=O)CCC(=O)Nc1cc(C)on1)C(C(=O)NC1CCCC1)c1ccc(OC)c(OC)c1 (stereo not given)	.	?
107	Cc1c(CNCCCc2ccccc2)c(C(=O)O)c(C)n1Cc1ccccc1	.	15%
108	Cc1cccc(-n2c(SCC(N)=O)nc3c(c2=O)C2(CCCC2)Cc2ccccc2-3)c1	-7	0%
109	Clc1cccc(OCCN2CCOCC2)c1	10	-6%

Reformatted with the structure last: 15 of the compounds above
# | Lipid storage S3 cell count max | Lipid storage S3 | mol
92 | . | ? | CCOc1ccc(NC(=O)c2nnn(CC(=O)Nc3ccccc3OCC)c2N)cc1
93 | . | ? | COc1cc(N(C)C)c(NC(C)=O)cc1C(=O)O
94 | 0 | i | Cc1nc(C)c(C(=O)C2=C(O)C(=O)N(CCN(C)C)C2c2ccccc2)s1 (stereo not given)
95 | 1 | -2% | Cc1ccc(OCC(O)CNC2CCCC2)c(C)c1 (stereo not given)
96 | . | ? | O=C(Nc1nc2ccccc2s1)c1cccc(S(=O)(=O)N2CCc3ccccc32)c1
97 | . | ? | CCOc1ccc(NC(=O)CC(c2ccccc2)c2ccc(F)cc2)cc1 (stereo not given)
98 | . | ? | Cc1cc(F)ccc1S(=O)(=O)Nc1ccccc1C(=O)NCc1cccnc1
99 | . | ? | CCN(CC)c1ccc(NC(=O)c2cccnc2)cc1
100 | -11 | i | Cc1cc(C)cc(N(C(=O)CNC(=O)c2cccs2)C(C(=O)NC2CCCC2)c2cccnc2)c1 (stereo not given)
101 | 12 | i | COc1ccc(-c2cc3c(=O)n(CC(=O)Nc4cccc(Cl)c4)nc(C)n3n2)cc1
102 | . | ? | COc1ccc(CC(=O)Nc2cccc(/C(C)=N/NC(=O)C3(C)CC3(Br)Br)c2)cc1 (stereo not given)
103 | . | ? | O=C1CS/C(=C/C(=O)c2cccc(Cl)c2)N1
104 | -10 | -3% | Cc1cccnc1NC(=O)CNC(=O)C12CC3CC(CC(C3)C1)C2
105 | 11 | 8% | COc1ccccc1CCNC(=O)CN1C(=O)NC2(CCCC2)C1=O
106 | . | ? | C=CCN(C(=O)CCC(=O)Nc1cc(C)on1)C(C(=O)NC1CCCC1)c1ccc(OC)c(OC)c1 (stereo not given)
